Screening results: PubChem, several laboratories
ABCB6 inh 2 – ABCB6 transporter inhibitors, primary screen, K562-ABCB6 cells, flow cytometry, MLPCN library; ATP-binding cassette sub-family B member 6 (Homo sapiens), Q9NP58; K562-ABCB6 porphyrin accumulation, 1 h; stronger effect = lower value; fluorescence ratio to DMSO, % at 10 µM; 0.19% of 360,000 active; AID 602162, 2011;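 active means fluorescence ratio to DMSO below 75%, the collection mean minus 3 SD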;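 further: signal is porphyrin accumulated inside mitochondria; 100% equals median channel fluorescence of DMSO control wells; lower ratio means ABCB6 inhibition with less porphyrin fluorescence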
ABHD5 PLIN5 PPI – ABHD5-PLIN5 interaction inhibitors, primary screen, cell lysate, split luciferase complementation, luminescence; Perilipin-5 (Homo sapiens) + 1-acylglycerol-3-phosphate O-acyltransferase ABHD5 (Homo …; AID 602281, 2012; 0.78% of 360,000 active; inhibition, % at 4 µM; Split G. princeps luciferase complementation, 4 h;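 active means inhibition above the mean inhibition across every tested compound plus 3 SD, cut at about 22% in these data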;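 further: 0% = DMSO only wells and the 100% control is not disclosed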
HTR2A ag – mouse Htr2a agonists via beta-arrestin recruitment, primary screen, cell-based, luminescence. 5-hydroxytryptamine receptor 2A (Mus musculus), P35363. CHO-K1 mHTR2A beta-arrestin complementation; percent of 30 µM serotonin response. activation, % at 7.6 µM. 0.66% of 360,000 active;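 active means activation above a run cutoff, the mean activation of all tested compounds plus 3 SD, cut at about 14% in these data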;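 further: 0% = plate median of compound wells and 100% = 30 µM serotonin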
Target sequence (P35363 whole entry, looked up): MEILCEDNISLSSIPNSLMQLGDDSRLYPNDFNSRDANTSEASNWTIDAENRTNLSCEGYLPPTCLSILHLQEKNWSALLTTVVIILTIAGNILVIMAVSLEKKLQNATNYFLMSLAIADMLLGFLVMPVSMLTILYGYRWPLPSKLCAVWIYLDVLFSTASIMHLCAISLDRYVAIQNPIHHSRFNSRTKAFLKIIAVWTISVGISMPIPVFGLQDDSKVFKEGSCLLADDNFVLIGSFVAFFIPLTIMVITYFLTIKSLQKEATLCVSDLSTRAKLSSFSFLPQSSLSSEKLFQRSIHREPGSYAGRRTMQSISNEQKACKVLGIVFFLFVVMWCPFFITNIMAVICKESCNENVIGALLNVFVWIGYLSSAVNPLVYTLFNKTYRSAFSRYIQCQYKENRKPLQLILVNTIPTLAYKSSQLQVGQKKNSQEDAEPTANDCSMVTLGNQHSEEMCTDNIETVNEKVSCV
MC4R antag cAMP – MC4R antagonists of cAMP signaling, primary screen, cell-based, TR-FRET, antagonist arm of biased-ligand search; Melanocortin receptor 4 (Homo sapiens), P32245; MC4R-expressing cells, MTII-stimulated cAMP, LANCE TR-FRET; 0.48% of 360,000 active; AID 540295, 2011; inhibition, % at 6.5 µM;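 active means inhibition above its plate's cutoff, the mean of tested wells on that plate plus 3 SD, cut at about 29% in these data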;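 further: 0% = Melanotan II alone and 100% = Melanotan II plus saturating MCL0020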
Target sequence (P32245 whole entry, looked up): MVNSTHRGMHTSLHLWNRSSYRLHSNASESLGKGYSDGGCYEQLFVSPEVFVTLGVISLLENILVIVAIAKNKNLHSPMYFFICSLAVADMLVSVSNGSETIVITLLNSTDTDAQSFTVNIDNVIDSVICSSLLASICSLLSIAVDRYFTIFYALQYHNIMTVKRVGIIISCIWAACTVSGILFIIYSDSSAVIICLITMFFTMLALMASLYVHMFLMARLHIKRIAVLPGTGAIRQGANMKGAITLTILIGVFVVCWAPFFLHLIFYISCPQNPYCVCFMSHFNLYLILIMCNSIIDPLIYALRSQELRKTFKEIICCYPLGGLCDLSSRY
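system = U2OS cells with stable human MC4R expression | also added = Melanotan II challenge after compound preincubation | dosing = one concentration, 6.5 µM nominal | incubation = compound 30 min, challenge 1 h, detection 1 h | measured by = TR-FRET with Eu-cAMP and labeled anti-cAMP, 671 nm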
MC4R ag barr – MC4R agonists recruiting beta-arrestin, primary screen, cell-based, luminescence, agonist arm of biased-ligand search. U2OS MC4R beta-arrestin complementation; percent of melanotan II response, DMSO zero. activation, % at 8.9 µM. 0.98% of 360,000 active. AID 540308, 2011;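 active means activation above a per-plate cutoff, the mean activation of sample wells on that plate plus 3 SD, cut at about 8% in these data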
Glyco luc inh – increase of ERlucT glycosylation luciferase signal, primary screen, N-linked glycosylation inhibitor project, D54 ERlucT cells, luminescence, set 2; D54 ERlucT glycosylation luciferase reporter, 24 h; percent of 100 nM tunicamycin response; reporter increase, % at 12.5 µM; 0.23% of 360,000 active;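 active means mean luciferase reporter signal, scaled so untreated is 0 and the glycosylation-blocking control 100, at or above a set limit in every replicate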;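 further: luciferase carries N-glycosylation sites so blocking glycosylation raises the light; 0% = median of neutral control wells and 100% = median of 100 nM tunicamycin wells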
H9c2 protect – cardioprotection against H2O2-induced cell death, primary screen, uHTS, H9c2 cells, ATPLite luminescence; protection from H2O2 cell death, % at 20 µM; 0.63% of 360,000 active; H9c2 cardiomyocytes, H2O2 injury protection, 2 h;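 active means compounds giving at least 50% protection of heart cells from peroxide-induced death in the single-dose screen, raw or plate-pattern-corrected value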;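 further: 0% = DMSO wells with peroxide and 100% = DMSO wells without peroxide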
hiPSC survival – enhancers of single-cell hiPSC survival, primary screen, ATPlite luminescence | survival enhancement, % at 20 µM | 0.044% of 360,000 active | 100% = ROCK inhibitor wells, 0% = DMSO; in the data active means survival enhancement above about 18%;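 further: cells exposed to compounds for 16 hours before the ATP read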
aDG glyco act – activators of alpha-DG glycosylation, primary screen, uHTS, Pro5-aDG cells, AlphaScreen; alpha-DG glycosylation AlphaScreen (IIH6); 0% Pro5, 100% B10-LARGE cell signal; 0.22% of 360,000 active; AID 624168, 2012; activation, % at 10 µM;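 active means activation of at least 8% versus controls, or a plate z-score of at least 8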;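 further: Pro5 are CHO cells carrying HIG-tagged alpha-DG that lacks glycosylation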
Exocytosis inh – LAMP-1 surface exposure blockers, TALL-104 cells – cell-based, flow cytometry, MLPCN library, primary screen. TALL-104 LAMP-1 surface exposure; cells stimulated with thapsigargin and PMA. inhibition, % at 10 µM. 0.66% of 360,000 active. AID 651702, 2012;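 active means inhibition above about 55%, limit read from the data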
Numbers without * were called inactive; . = no result given.

Molecule | MC4R ag barr | MC4R antag cAMP | Glyco luc inh | ABHD5 PLIN5 PPI | ABCB6 inh 2 | aDG glyco act | Exocytosis inh | H9c2 protect | HTR2A ag | hiPSC survival
C=CCN(c1ccc(C(=O)N2CCN(c3ccc(F)cc3)CC2)cc1)S(C)(=O)=O | 2.2 | -10 | 0 | 8 | 114 | 0.0 | -1 | -5 | -1 | -0.2
C[C@@H]1CN([C@H](C)CO)C(=O)CCCn2nncc2CO[C@H]1CN(C)Cc1ccncc1 | 2.0 | 18 | 1 | 6 | 98 | 0.0 | -2 | 2 | 6 | 0.0
N#Cc1nc(-c2ccccc2)oc1N1CCC(C(N)=O)CC1 | -1.0 | 5 | 1 | 0 | 99 | -0.2 | 17 | -3 | 0 | 1.1
COC(=O)c1ccc(NC(=O)c2cc[n+](Cc3ccccc3)cc2)cc1 | 1.8 | 0 | 1 | -16 | 100 | -0.1 | -5 | 0 | -1 | -0.5
CCOC(=O)CN(C(=O)COc1nc(C)cc(C)c1C#N)c1ccc(Cl)cc1 | 3.6 | 10 | -1 | 3 | 99 | 0.2 | -6 | 18 | -2 | 1.6
CCOc1ccc2ncc(S(=O)(=O)c3ccccc3)c(N3CCN(c4ccccc4)CC3)c2c1 | 0.0 | 7 | -7 | -2 | 90 | -0.2 | 10 | -1 | 2 | -0.7
CSc1nc(-c2ccc(N(C)C)cc2)c(C#N)c(=O)n1C | -1.8 | 6 | 2 | 4 | 100 | 0.1 | -1 | -4 | -2 | 0.1
O=C(NCCCn1ccnc1)c1cc(-c2cccs2)on1 | -1.2 | 8 | 155* | 1 | 105 | -0.7 | -1 | -3 | -5 | -0.3
Cc1ccc(CN2C(=O)C3CCCN3c3ncccc32)cc1 (stereo not drawn) | -0.3 | 6 | 7 | 3 | 105 | 0.0 | 4 | 8 | 0 | -0.7
CCOc1ccc(/C=C2\CCc3ccccc3C2=O)cc1 | -0.9 | 3 | -15 | 5 | 97 | 0.0 | -3 | -21 | 3 | -0.6
COc1ccc(N2CCN(C(=O)C3CCN(S(=O)(=O)c4cccs4)CC3)CC2)cc1 | -0.8 | -2 | -5 | -1 | 98 | -0.1 | 1 | 1 | -2 | 0.3
O=C(NCc1ccccc1)C1c2ccccc2OCC(=O)N1C1CC1 (stereo not drawn) | . | . | . | 7 | 96 | -0.2 | 0 | . | 1 | 0.0
C/C(CC(=O)Nc1ccc(N(C)C)cc1)=N\NC(=O)c1ccc(C(C)(C)C)cc1 | -1.0 | -4 | -1 | 2 | 107 | 0.0 | 2 | 22 | -3 | -0.2
CC1=C(C(N)=O)C(c2ccc(Cl)cc2Cl)n2ncnc2N1 (stereo not drawn) | -0.6 | 3 | -1 | 1 | 96 | 0.1 | -2 | 3 | 0 | -1.3
O=c1oc(CCCO)cc2ccc(C#Cc3ccsc3)cc12 | -0.7 | -3 | -9 | 7 | 93 | 1.2 | -4 | -28 | 3 | -0.4
Cc1ccc(CNS(=O)(=O)c2cc(F)ccc2CN2C(=O)c3cccnc3C2=O)o1 | 0.8 | 7 | 1 | 11 | 98 | -0.3 | 1 | -2 | 2 | -0.3
CCCCOCCCNC(=O)c1cccs1 | 2.4 | -6 | 1 | -2 | 102 | -0.3 | 2 | -2 | -3 | -2.5
Cc1nnc(SCC(=O)Nc2ccc(Cl)cn2)n1Cc1ccccc1 | 2.1 | -2 | 2 | -3 | 91 | 0.0 | -2 | 7 | 1 | 5.7
O=C1N(Cc2cccc(Cl)c2)C[C@@H]2C[C@@H](c3cccc4cccnc34)N3CCC[C@@]123 | -0.2 | 34* | 0 | 3 | 117 | -0.2 | 7 | -2 | -7 | -0.1
COc1ccc(CNC(=O)Cn2cc(C(F)(F)F)ccc2=O)cc1OC | -2.2 | 7 | 1 | 6 | 95 | -0.1 | -10 | 0 | 4 | 0.3

Among those listed so far, these contain a cyano group:
Molecule | MC4R ag barr | MC4R antag cAMP | Glyco luc inh | ABHD5 PLIN5 PPI | ABCB6 inh 2 | aDG glyco act | Exocytosis inh | H9c2 protect | HTR2A ag | hiPSC survival
N#Cc1nc(-c2ccccc2)oc1N1CCC(C(N)=O)CC1 | -1.0 | 5 | 1 | 0 | 99 | -0.2 | 17 | -3 | 0 | 1.1
CCOC(=O)CN(C(=O)COc1nc(C)cc(C)c1C#N)c1ccc(Cl)cc1 | 3.6 | 10 | -1 | 3 | 99 | 0.2 | -6 | 18 | -2 | 1.6
CSc1nc(-c2ccc(N(C)C)cc2)c(C#N)c(=O)n1C | -1.8 | 6 | 2 | 4 | 100 | 0.1 | -1 | -4 | -2 | 0.1

(list continues)
Molecule | MC4R ag barr | MC4R antag cAMP | Glyco luc inh | ABHD5 PLIN5 PPI | ABCB6 inh 2 | aDG glyco act | Exocytosis inh | H9c2 protect | HTR2A ag | hiPSC survival
Cc1ccc(C2=N/C(=C\c3cccc(F)c3)C(=O)O2)cc1 | -1.9 | 1 | 1 | 4 | 102 | 0.0 | 18 | 7 | 6 | -0.7
CCC1Nc2ncnc(N3CCc4ccccc4C3)c2N(Cc2ccc(Cl)cc2)C1=O (stereo not drawn) | -0.2 | 8 | 2 | 1 | 101 | 16* | 30 | 0 | -7 | -0.4
CC(NC(=O)c1cc([N+](=O)[O-])cc([N+](=O)[O-])c1)c1ccc(-n2ccnc2)cc1 (stereo not drawn) | -4.2 | -10 | 3 | 2 | 105 | 0.5 | -2 | -4 | 1 | -0.3
CCN1/C(=C/C(C)=O)Sc2ccc(OC)cc21 | -1.0 | 1 | -2 | -7 | 99 | -0.3 | 0 | -1 | -1 | 0.5
Cn1cnc([N+](=O)[O-])c1Sc1ccncn1 | -1.8 | -6 | 1 | 2 | 94 | 0.7 | 3 | 6 | 0 | -2.1
O=C(CSc1ncn[nH]1)N(C1CCCCC1)C1CCCCC1 | -1.6 | 1 | 0 | -2 | 87 | -0.2 | -5 | 1 | 1 | -0.4
CCOC(=O)C1C(C)=CC(=O)CC1c1ccco1 (stereo not drawn) | -1.6 | 13 | 2 | 0 | 105 | -0.1 | -1 | 3 | -2 | -1.8
Cc1nc2nc(NC(=O)c3ccco3)[nH]n2c(=O)c1C | -1.2 | 5 | 0 | 7 | 97 | -0.2 | -2 | 4 | -2 | -0.2
Cc1ccc(C2C(/C=C3/SC(=S)NC3=O)=C(c3cccs3)Oc3ccccc32)cc1 (stereo not drawn) | 5.6 | 1 | -3 | 6 | 100 | 0.0 | 2 | -27 | -2 | 1.0
O=P(OCC1CCCO1)(OCC1CCCO1)OCC1CCCO1 (stereo not drawn) | -0.8 | 2 | 1 | 1 | 96 | 0.0 | 2 | 11 | 6 | 5.3
N#C/C(=C\c1c[nH]c2ccccc12)C(=O)Nc1ncc(Cc2ccc(Cl)cc2Cl)s1 | -1.3 | -14 | -3 | -4 | 91 | 0.1 | -5 | 47 | -3 | 0.3
CCOc1cc(C2NC(=O)N(C)C(C)=C2[N+](=O)[O-])ccc1OC(C)=O (stereo not drawn) | -3.5 | 11 | 4 | 9 | 99 | -0.1 | 0 | 5 | 2 | -0.2
O=C1OCCC1=CN1CCCCC1 | -1.0 | -5 | 0 | 0 | 96 | -0.1 | -4 | -2 | 1 | 4.4
C=CCSc1nc2sc(C)c(C)c2c(=O)[nH]1 | 0.5 | 2 | 3 | -6 | 93 | -0.2 | -3 | 25 | -6 | -0.1
CN(Cc1nc2ccccc2c(=O)[nH]1)C(=O)c1ccc(NC(=O)CSc2nnnn2C)cc1 | -1.8 | -5 | 0 | -1 | 97 | 1.3 | -3 | 16 | 10 | 0.4
COc1ccc(Cc2nnc(SCC(=O)Nc3c(C)cccc3C)[nH]c2=O)cc1 | -4.4 | 4 | 2 | 6 | 102 | -0.2 | -6 | 0 | 4 | 0.5
Oc1ccc2ccccc2c1CN1CCN(c2ccccc2F)CC1 | -0.3 | -2 | -3 | 3 | 98 | 0.4 | -5 | -17 | 2 | 1.2
CSc1ccc(/C=N/NC(=O)c2cccs2)cc1 | -0.6 | 0 | -9 | -5 | 97 | 3.2 | 2 | -11 | 2 | -0.4
CC(=O)Nc1ccc(NC(=O)c2ccc(OCc3c(C)noc3C)cc2)cc1 | -0.5 | -1 | 2 | 4 | 97 | 0.4 | -2 | -4 | 3 | -0.8
COc1ccccc1CCN=C(N)NS(=O)(=O)c1cc(F)ccc1F | -2.9 | 3 | 0 | -4 | 89 | -0.1 | -1 | -6 | 6 | -0.3
O=C(COn1nnc2ccc(Cl)cc21)NCc1ccccc1 | -0.2 | 2 | -1 | 6 | 97 | 0.5 | -1 | -3 | -3 | 0.5
O=C(Nc1cccc(F)c1)Nc1nnc([C@@H]2O[C@H](CO)[C@@H](O)[C@H]2O)s1 | -0.8 | 0 | -1 | 8 | 93 | 0.1 | -3 | -2 | 7 | -0.4
COc1cc(OC)cc(-c2noc([C@@H]3O[C@H](CO)[C@H](O)[C@H](O)[C@H]3O)n2)c1 | -0.8 | 1 | 1 | -1 | 102 | -0.1 | -15 | -1 | 12 | -1.1
COc1ccccc1NC(=O)NC(=O)N(C(C)C)S(C)(=O)=O | -2.5 | 8 | 1 | 1 | 100 | -0.1 | -1 | -1 | 6 | 8.2
COc1cc(NC(=S)Nc2ccc(OC(F)F)cc2)cc(OC)c1 | -0.4 | 3 | 1 | -11 | 100 | -0.1 | 1 | -5 | -5 | -0.2
Cc1ccc(C)c(C(C)NC(=O)C2CCCC2)c1 (stereo not drawn) | -0.8 | -3 | -1 | -6 | 102 | -0.2 | -4 | -6 | 2 | -0.6
Cc1nn(CC(=O)N(C)C2CCS(=O)(=O)C2)c(C)c1S(=O)(=O)N(C)C (stereo not drawn) | -0.7 | 6 | 1 | -4 | 102 | -0.1 | -3 | -2 | 10 | -1.2
O=c1oc2ccccc2cc1-c1ccc(O)cc1 | -0.7 | -4 | 0 | 3 | 93 | -0.2 | 6 | -5 | -1 | 1.3
CCS(=O)(=O)N1CCN(C(=O)c2ccccc2)CC1 | 0.1 | 15 | 1 | 0 | 97 | -0.3 | 0 | -2 | 4 | 4.5
O=C(COc1cccc2c1CCN(Cc1ccccc1F)C2=O)N1CCCCC1 | -4.3 | 9 | -3 | 4 | 108 | 0.0 | -3 | -1 | -4 | 1.4
COc1cc(Cl)cc(/C=C/c2ccc3cccc(O)c3n2)c1OC | -4.6 | 2 | 20 | 9 | 93 | 0.0 | -2 | 57* | -3 | 0.3
